Mot1-301 SUMO – yeast Mot1-301 growth rescue at high temperature, primary screen, SUMOylation pathway inhibitor project, S. cerevisiae, ATP luminescence, 38.5C. S. cerevisiae Mot1-301 growth rescue; percent above DMSO median, 100 means doubled. growth rescue, % at 18.8 µM. 320,000 tested, 1% active;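 active means every valid replicate shows activation above 250% relative to neutral control wells; inactive means the rest, any valid replicate at or below 250%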;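 further: OY570 slx delta 5 strain wells were the positive control but not used for scaling; some compounds called inactive have numbers as strong as hits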
NSD2 HMT inh – NSD2 histone methyltransferase inhibitors, primary screen, biochemical, AlphaScreen, single concentration, set 2; Histone-lysine N-methyltransferase NSD2 (Homo sapiens), O96028; NSD2 peptide methylation, 120 min; inhibition, % at 12.5 µM; 310,000 tested, 0.54% active; in the data active means inhibition above about 50%
Pemphigus Ab inh – inhibitors of pemphigus antibody binding to DSG3, primary screen, biochemical, bead-based, flow cytometry, scFv-GFP; DSG3-coupled beads, scFv-anti-DSG3-GFP binding; hits give low values; binding (percent of control), % at 10 µM; 310,000 tested, 0.48% active;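 active means binding more than 3 SD below its plate's average and above zero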;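 further: hits lower antibody fragment binding to DSG3; some compounds called inactive have numbers as strong as hits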
dFosB activator – activators of delta FosB homodimer, primary screen, biochemical, fluorescence polarization, TAMRA-CDK5 oligo, single point; Protein FosB (Mus musculus), P13346; purified delta FosB; percent of positive-control signal above neutral wells; activation, % at 25 µM; 340,000 tested, 0.99% active;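 active means mean activation above about 17%, with every replicate also reaching it, limit read from the data, passing the limit was not always enough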;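 further: fluorescence polarization rise as delta FosB binds a TAMRA Cdk5 AP-1 oligo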
Target sequence (P13346 whole entry, looked up): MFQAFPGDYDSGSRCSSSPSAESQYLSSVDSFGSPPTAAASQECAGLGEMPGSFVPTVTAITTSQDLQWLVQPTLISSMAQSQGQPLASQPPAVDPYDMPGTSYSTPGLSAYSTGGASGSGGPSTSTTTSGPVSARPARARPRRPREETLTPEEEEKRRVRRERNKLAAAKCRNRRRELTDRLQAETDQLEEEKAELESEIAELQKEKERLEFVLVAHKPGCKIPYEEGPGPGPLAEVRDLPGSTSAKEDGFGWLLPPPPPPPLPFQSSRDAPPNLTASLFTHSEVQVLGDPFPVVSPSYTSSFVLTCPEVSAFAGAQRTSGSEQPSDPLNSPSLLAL
PKA-R2B act – activators of PKA-R2B holoenzyme, primary screen, biochemical, fluorescence polarization, Cy5-IP20, human | cAMP-dependent protein kinase catalytic subunit beta (Homo sapiens) + cAMP-dependent … | PKA-R2B holoenzyme dissociation; R2B truncated from residue 108, S112A mutant; 0% DMSO only, 100% 113 µM cGMP | activation, % at 11.4 µM | 340,000 tested, 0.079% active | AID 504700, 2011;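 active means activation above a cutoff set at the mean over all compounds plus 3 SD, cut at about 18% in these data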;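 further: higher means more holoenzyme dissociation and a rise in polarization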
CDK5 inh – inhibitors of human CDK5/p35 kinase, primary screen, biochemical, single concentration | Cyclin-dependent kinase 5 (Homo sapiens) + Cyclin-dependent kinase 5 activator 1 (Homo … | Recombinant CDK5/p35, ADP-Glo luminescence, 60 min | inhibition, % at 10 µM | 330,000 tested, 0.01% active | AID 488839, 2010;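 active means highest replicate inhibition of at least 50% and at least 75% of replicates reaching 50%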;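 further: plate controls were DMSO neutral control for no effect and GW8510 at 10 µM for full effect; many of its hits are not listed in these tables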
Target sequence (Q00535 whole entry, looked up): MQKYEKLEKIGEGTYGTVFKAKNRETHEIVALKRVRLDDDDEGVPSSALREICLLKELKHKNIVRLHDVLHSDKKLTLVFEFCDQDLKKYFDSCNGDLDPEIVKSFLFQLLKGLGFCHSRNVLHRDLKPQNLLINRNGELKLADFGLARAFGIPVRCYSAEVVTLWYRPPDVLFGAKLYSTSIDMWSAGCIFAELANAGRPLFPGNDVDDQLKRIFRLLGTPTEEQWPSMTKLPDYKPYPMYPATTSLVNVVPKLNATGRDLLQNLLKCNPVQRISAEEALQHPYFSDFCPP
Target sequence (Q15078 whole entry, looked up): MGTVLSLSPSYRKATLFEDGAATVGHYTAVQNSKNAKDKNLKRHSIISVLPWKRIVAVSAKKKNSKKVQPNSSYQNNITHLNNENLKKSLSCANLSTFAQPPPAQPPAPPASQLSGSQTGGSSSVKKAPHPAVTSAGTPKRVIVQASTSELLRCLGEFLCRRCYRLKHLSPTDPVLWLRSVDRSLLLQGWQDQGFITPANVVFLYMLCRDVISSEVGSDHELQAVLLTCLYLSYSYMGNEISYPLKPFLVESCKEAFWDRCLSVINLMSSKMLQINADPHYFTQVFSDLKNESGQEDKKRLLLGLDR
Arr AP2 block – inhibitors of beta-arrestin/AP2 binding, primary screen, biochemical, GPCR trafficking, flow cytometry. inhibition, % at 10 µM. AID 504490, 2011. 340,000 tested, 0.31% active. FITC-arrestin peptide / GST-AP2 beads; AP2 beta2 appendage carries R879A mutation;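 active means inhibition above a set limit, near 3 SD of compounds lacking own fluorescence, cut at about 54% in these data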;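 further: plate controls were DMSO wells for no effect and 5 µM unlabelled arrestin peptide for full effect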
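Material – AP2 appendage R879A on GSH beads · Buffer or medium – PBS with 0.05% Tween 20 and 0.1% BSA · Probe or stimulus – fluorescein-tagged arrestin peptide at 50 nM final · Incubation – compound with beads 12 min RT, then probe 1 h RT · Detection – high-throughput flow cytometry of beads, ex 488, em 535 nm · Evaluation – percent response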
PKA-R1A activ – activators of PKA-R1A holoenzyme, primary screen, biochemical, fluorescence polarization, Cy5-IP20, bovine R1A, mouse PKAc. PKA-R1A dissociation; scaled: DMSO 0%, 113 µM cGMP 100%. activation, % at 11.4 µM. 340,000 tested, 0.083% active. AID 504707, 2011;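 active means percent activation above the mean of all tested compounds plus 3 SD, cut at about 19% in these data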;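 further: higher means more PKAc released from R1A so a rise in polarization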
MITF TRPM1 HTS – activators of MITF-driven TRPM1 promoter reporter, primary screen, cell-based, SK-MEL-5, luciferase, single point; activation, % at 12.5 µM; 300,000 tested, 0.75% active; SK-MEL-5 TRPM1-promoter luciferase, 24 h; % of positive control, neutral wells = 0;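 active means mean activation of at least 80% with every replicate also reaching 80%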;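 further: 0% = neutral control wells and 100% = parthenolide positive control wells; values of inactives mirror those of a sister screen read the other way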
SR-BI DiI inh – inhibitors of SR-BI mediated HDL lipid uptake, primary screen, ldlA[mSR-BI] cells, fluorescence, single point | ldlA[mSR-BI] CHO cells, DiI-HDL uptake fluorescence, 3 h | inhibition, % at 12.5 µM | 320,000 tested, 0.96% active;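 active means mean replicate inhibition of at least 70% and a set share of replicates each scoring 70 or more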;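 further: 0% = median of neutral control wells and 100% = median of positive control wells; values of inactives mirror those of a sister screen read the other way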
SR-BI DiI-HDL act – activators of SR-BI mediated DiI-HDL uptake, primary screen, ldlA[mSR-BI] CHO cells, DiI fluorescence; 3 h; 100 = double the neutral-control signal; activation, % at 12.5 µM; 320,000 tested, 0.096% active; AID 504775, 2011;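 active means mean replicate activation of at least 60% and every replicate at or above 60%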;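 further: 0% = median plate neutral-control signal and 100% = twice that signal; values of inactives mirror those of a sister screen read the other way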
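system = CHO ldlA[mSR-BI] cells, LDL receptor-null, SR-BI overexpressing | medium = Ham's F12 with 0.5% BSA, HEPES 25 mM, pH 7.4 | probe or stimulus = DiI-HDL 10 µg/mL | compound dosing = single-point compound dose | incubation = compound exposure 3 h, 37 °C | technique = DiI fluorescence, bottom read | read-out = cell-associated DiI fluorescence as measure of HDL uptake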
* marks the source's active call; other numbers are inactive results; . = no result given.

SMILES	Mot1-301 SUMO	NSD2 HMT inh	Pemphigus Ab inh	dFosB activator	PKA-R2B act	CDK5 inh	Arr AP2 block	PKA-R1A activ	MITF TRPM1 HTS	SR-BI DiI inh	SR-BI DiI-HDL act
O=C(c1ccc(COc2ccc(Cl)cc2)o1)N1CCN(Cc2ccc3c(c2)OCO3)CC1	402.3*	.	99.5	-10.8	-2.1	0.1	-2.7	4.0	1.1	10.0	-10.0
O=C(Nc1ccc(Cl)cc1)c1ccc2ncsc2c1	159.9	3.0	100.4	-8.4	-6.3	2.9	9.0	5.6	64.3	.	.
CC(OC(=O)C1CCN(c2ccc(C(F)(F)F)cn2)CC1)C(=O)Nc1cccc([N+](=O)[O-])c1 (centres undefined)	6.3	1.3	105.6	-9.2	-16.7	0.3	-5.0	7.4	-1.0	-0.1	0.1
Cc1cc(C)n(-c2cccc3cccnc23)n1	1.8	-2.7	99.5	-1.3	9.9	-1.7	7.6	-7.2	4.5	-6.6	6.6
COc1ccccc1CNS(=O)(=O)c1ccc(S(=O)(=O)NC2CC2)cc1	-12.4	5.9	120.4	4.5	1.8	0.8	-0.3	-3.5	-9.5	.	.
Cn1nc(C(C)(C)C)c([N+](=O)[O-])c1C(=O)Nc1cccc2ccccc12	23.3	-1.1	109.8	-13.0	5.9	-2.0	2.1	-8.5	-18.9	58.2	-58.2
O=C(NCC(c1ccco1)N1CCCCC1)c1cnc(Cl)c(Cl)c1 (centres undefined)	10.4	0.1	.	2.1	-9.7	0.0	6.6	-11.6	.	-0.8	0.8
CC(=O)c1c(C)nc(-c2ccc(Cl)cc2)nc1N=CN(C)C	-3.8	65.8*	106.0	-12.2	-13.4	0.0	-4.9	-12.6	9.9	47.9	-47.9
CC1(C)CC2(CCCN3C(=O)CSC32)CCS1 (centres undefined)	179.4	0.5	98.5	-3.4	-1.0	-0.3	1.6	4.7	-0.3	-22.0	22.0
Cc1ccc(OCCOCCn2cnc3ccccc3c2=O)c([N+](=O)[O-])c1	-3.4	-1.2	128.3	-0.3	-0.9	-0.5	16.6	-4.7	-7.9	18.5	-18.5

Structures shown so far with a furan ring, fused or not, in the order listed:
SMILES	Mot1-301 SUMO	NSD2 HMT inh	Pemphigus Ab inh	dFosB activator	PKA-R2B act	CDK5 inh	Arr AP2 block	PKA-R1A activ	MITF TRPM1 HTS	SR-BI DiI inh	SR-BI DiI-HDL act
O=C(c1ccc(COc2ccc(Cl)cc2)o1)N1CCN(Cc2ccc3c(c2)OCO3)CC1	402.3*	.	99.5	-10.8	-2.1	0.1	-2.7	4.0	1.1	10.0	-10.0
O=C(NCC(c1ccco1)N1CCCCC1)c1cnc(Cl)c(Cl)c1 (centres undefined)	10.4	0.1	.	2.1	-9.7	0.0	6.6	-11.6	.	-0.8	0.8

(more compounds)
SMILES	Mot1-301 SUMO	NSD2 HMT inh	Pemphigus Ab inh	dFosB activator	PKA-R2B act	CDK5 inh	Arr AP2 block	PKA-R1A activ	MITF TRPM1 HTS	SR-BI DiI inh	SR-BI DiI-HDL act
Cc1cccc(N2C(=O)N(c3ccccc3C)C3CS(=O)(=O)CC32)c1 (centres undefined)	177.9	.	.	0.6	-4.0	-0.7	3.3	-10.6	-0.3	-35.7	35.7
COc1ccc(S(=O)(=O)N2CCC(C(=O)NCc3cccnc3)CC2)cc1Cl	-4.9	-6.5	98.6	-0.9	-0.9	0.5	6.4	-10.9	3.8	-13.6	13.6
O=C(CN1C(=O)/C(=C/c2ccc(Cl)cc2)SC1=S)NC1C=CS(=O)(=O)C1 (centres undefined)	7.7	-2.4	89.5	22.7*	-5.2	0.8	7.2	-2.5	-7.4	-6.2	6.2
Cc1cc(=O)n(-c2ccc(Cl)cc2)c(=O)[nH]1	-8.3	-1.5	118.5	5.9	0.9	0.7	-6.4	-7.4	17.1	2.5	-2.5
Cc1nn(Cc2c(F)c(F)c(F)c(F)c2F)c(C)c1NC(=O)c1c([N+](=O)[O-])cnn1C	-2.9	7.0	103.5	-8.7	-4.0	-0.7	9.2	0.5	-11.8	-12.2	12.2
Cc1ccccc1NC(=O)CC1SC(=O)N(c2ccccc2)C1=O (centres undefined)	102.9	2.6	95.3	2.7	-17.8	-0.5	-9.2	0.4	-0.4	-2.4	2.4
Cc1cc(C)cc(N(CC(=O)N2CCC(C)CC2)S(C)(=O)=O)c1	-14.8	-1.0	100.8	-1.2	2.0	-0.5	-10.3	-12.7	-1.8	-9.3	9.3
c1ccc(-c2csc(N3CCc4ccccc4C3)n2)cc1	12.8	-3.7	.	-15.0	-7.7	0.6	2.5	-5.3	5.6	-3.6	3.6
Cc1c(C(=O)n2cnc3ccccc32)cccc1[N+](=O)[O-]	21.5	0.2	94.2	-9.4	-8.0	0.6	-14.9	-8.6	-1.4	-1.0	1.0
CCOCCCN(Cc1ccco1)C(=O)c1cc2c(=O)[nH]c3ccc(C)cc3c2s1	-26.8	.	96.4	-34.2	3.1	-0.6	6.9	-3.0	3.7	31.1	-31.1
CC1CCN(c2ccc(NC(=O)Cc3ccccc3)cc2)CC1	82.9	0.2	151.9	5.4	1.9	-0.4	-8.2	-11.7	23.6	10.9	-10.9
COc1ccc2oc(C(=O)N(C)CCOc3ccc(Cl)cc3)c(C)c2c1	-10.6	0.8	91.0	-13.3	-2.4	-0.2	6.0	-3.7	4.7	0.2	-0.2
Cc1noc(C)c1COc1ccc(C(=O)N2CCN(c3cccc(Cl)c3)CC2)cc1	.	-6.0	93.9	-11.1	4.3	-0.8	14.7	2.4	-0.4	16.9	-16.9
S=C(Nc1ccccc1)Nn1cnnc1	40.5	-3.0	100.9	-0.6	-4.1	0.6	12.9	-6.0	1.3	3.9	-3.9
Cc1ccc(S(=O)(=O)CCc2nc3ccccc3[nH]2)cc1	6.1	-4.8	100.8	-10.7	-10.7	0.0	-18.7	-9.9	-17.5	-1.7	1.7
CC(Oc1ccc(Cl)cc1Cl)C(=O)Nc1ccc(OCC(=O)O)cc1 (centres undefined)	4.7	0.6	101.1	8.2	5.2	-1.1	4.8	6.3	0.7	-14.6	14.6
COc1ccc(OC[C@@H](O)CNC(=O)c2cccc3c2C(=O)c2ccc(-c4ccc(F)cc4OCc4ccccc4)cc2S3(=O)=O)cc1	-24.3	.	59.9*	-3.8	-15.3	0.7	1.3	-6.3	-1.8	80.2*	-80.2
CCOC(=O)Nc1ccccc1C(=O)N1CCOCC1	-10.7	-2.4	.	-0.7	-8.9	0.3	-5.4	-14.7	10.6	-19.1	19.1
O=C(OCC(=O)N1CCCC1)c1ccc(S(=O)(=O)Nc2ccccc2)cc1	-6.9	-3.6	84.2	1.4	1.9	0.4	32.6	-7.2	18.6	-13.6	13.6
CC(=O)c1cccc(NC(=O)CSc2ccc(-c3ccco3)nn2)c1	-20.4	6.8	113.5	-17.7	2.8	-0.6	6.2	8.4	0.3	-4.3	.
O=C1CCC(C(=O)N2CCCC2)CN1CCc1cccc(F)c1 (centres undefined)	10.1	-0.6	99.9	-0.8	-6.1	3.1	-1.6	2.6	3.1	-14.6	14.6
O=C(Oc1ccccc1C(=S)N1CCCCC1)c1cc([N+](=O)[O-])cc([N+](=O)[O-])c1	-14.0	-2.7	100.6	2.2	-7.6	0.3	0.1	-1.6	-1.8	-8.2	8.2
COC(=O)c1ccccc1NC(=S)NC(=O)C1CCCCC1	3.7	3.6	104.6	-3.6	-13.0	-1.3	-0.8	2.6	-13.6	-36.8	36.8
COc1ccc(-n2c3c(cc(C(=O)N4CCCCC4)c2=O)C(=O)CC(C)(C)C3)cc1	-6.5	1.4	99.0	0.3	-0.7	-0.9	0.5	4.8	7.0	-24.9	24.9
CCOC(=O)/C=C/C(=O)OCC(=O)NCc1ccccc1	-28.3	-0.3	103.4	-0.3	-6.2	-1.3	-2.0	2.3	-3.0	-14.4	14.4
Cc1ccc(C(=O)Nc2c3c(nn2C(C)(C)C)CS(=O)(=O)C3)cc1[N+](=O)[O-]	-5.1	-4.8	.	-8.0	-15.1	-0.4	3.5	0.1	7.4	-4.9	4.9
COc1cc(N)ccc1-c1cc2ccccc2oc1=O	16.6	1.7	90.6	-1.2	-2.4	0.4	14.6	-6.4	6.1	28.6	-28.6
NS(=O)(=O)c1ccc(NC(=O)CSc2nc3ccccc3[nH]2)cc1	3.2	0.5	97.7	-9.8	8.2	-2.0	-4.8	3.7	4.0	-22.0	22.0
O=C(NCCc1ccco1)C(=O)NCC1OCCCN1S(=O)(=O)c1ccc(Cl)cc1 (centres undefined)	-7.1	1.1	.	-9.1	-6.8	-0.9	1.3	-8.8	-11.0	7.7	-7.7
CC(C)NC(=O)N1CCOCCOCCN(C(=O)NC(C)C)CCOCCOCC1	.	-2.6	114.5	-1.9	-1.7	-0.9	-8.1	-14.3	3.2	-19.2	19.2
Cc1ccc(Cl)c(OC(=O)Cn2cnc3c2c(=O)n(C)c(=O)n3C)c1	4.2	-1.5	99.4	-2.8	-5.6	-0.2	-1.5	-5.0	-4.6	0.9	-0.9
Cc1ccc(-n2nc(C(=O)NN)c(C)c(C#N)c2=O)cc1Cl	-20.4	-0.6	94.9	-1.0	-0.8	0.3	-12.5	-0.5	-12.8	12.4	-12.4
CCN(CC(=O)Nc1ccc(NC(C)=O)cc1)C(=O)c1ccc(N2CCCC2)c([N+](=O)[O-])c1	.	4.0	106.5	-7.2	-8.5	-0.4	3.5	-3.9	10.0	-3.4	3.4
O=C(Nc1ccc(F)cc1F)N1CCN(C(=O)c2ccco2)CC1	-8.9	-3.1	103.8	-1.1	-4.2	0.7	-10.8	-15.4	0.1	-12.5	12.5
CCOc1cccc(/C=N/NC(=S)Nc2ccccc2[N+](=O)[O-])c1O	3.4	-2.0	86.8	-2.6	3.6	-2.1	3.4	-0.2	-56.5	128.3*	-128.3

Screening data as filed in PubChem BioAssay.
